FEN1 inh = blocks human flap endonuclease 1 | P39748 | Recombinant FEN1 flap cleavage, fluorescence, 15 min | Potency, µM (top dose mostly 114 µM), inactives show at the top dose activity change, negative = inhibition, most hits filed as inhibitors | actives 0.35% (n = 390,000) | AID 588795; also: nearly all actives have a fitted effect of over 65% in size
Target sequence (P39748 whole entry, looked up): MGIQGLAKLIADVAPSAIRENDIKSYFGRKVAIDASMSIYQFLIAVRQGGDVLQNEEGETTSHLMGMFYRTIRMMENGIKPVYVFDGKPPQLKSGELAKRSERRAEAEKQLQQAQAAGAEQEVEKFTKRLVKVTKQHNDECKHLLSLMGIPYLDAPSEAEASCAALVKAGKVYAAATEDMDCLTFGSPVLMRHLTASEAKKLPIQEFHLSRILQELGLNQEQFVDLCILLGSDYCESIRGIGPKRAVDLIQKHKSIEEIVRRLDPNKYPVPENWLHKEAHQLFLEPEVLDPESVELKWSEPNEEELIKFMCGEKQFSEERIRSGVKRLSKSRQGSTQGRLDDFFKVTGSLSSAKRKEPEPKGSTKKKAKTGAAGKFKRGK
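Nuclease activity of 10 nM FEN1 was measured after 15 min of room-temperature exposure to titrated compounds, by adding 50 nM flap substrate and reading plates at 0 and 15 min.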
N370S GC mod = inhibitors or activators of N370S glucocerebrosidase for Gaucher disease; N370S GC spleen homogenate, 4MU-glucoside fluorescence; actives 0.092% (n = 330,000); P04062; Potency, µM (series often up to 59.4 µM), for the others: at the highest dose activity change, negative = inhibition, hits mostly inhibitors;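 also: 0% = full enzyme activity and -100% = no enzyme basal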
KAT2A inh = inhibitors of human GCN5L2 histone acetyltransferase. Potency, µM (titrated, usually from 58.9 µM), for the others: top-dose activity change, negative = inhibition, hits mostly inhibitors. Q92830. GCN5L2 HAT assay, ThioGlo1 CoA-SH fluorescence. actives 0.21% (n = 390,000)
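GCN5L2 (20nM final) in 50mM HEPES, 0.1mM EDTA pH 7.5, 0.01% Tween-20 was preincubated 15 min at room temperature with compound, then given ThioGlo1 (50uM), H3(1-25) peptide (75uM) and acetyl-CoA (70uM); CoA-thiol fluorescence (Ex340/Em540) was read at 0 and 20 min.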
Starred values were filed as active, the others as inactive; ? = inconclusive; nt = not tested or not shown; & = joins results of further samples; [ ] = another dose, or the depositor's remark. Calls follow the shape of the dose curve; as a rule, active = well fitted curve in the direction sought with a large enough effect; inconclusive = small, poorly fitted or top-dose-only effect, or another doubt; inactive = no such curve, though single readings can be large; an effect the other way counts as inactive or inconclusive. Unless noted, % is scaled to controls: 0 for no effect and ±100 for the full control effect; potency is read from the fitted curve at half-maximal effect.

SMILES | FEN1 inh | N370S GC mod | KAT2A inh
CN(c1ccc(C(=O)N2CCOCC2)cc1)S(C)(=O)=O | 8% | 2% | -8%
CCc1ccc(C(=O)COC(=O)c2cnc(C)cn2)cc1 | 1% | 10% | -4%
COc1ccc(-n2ncc3c2CC(C)(C)CC3NC(=O)CCCN2CCCC2=O)cc1 (centres undefined) | 1% | 1% | 0%
C[C@@H]1CCC(=O)N(CC[C@H](Sc2ccc(Br)cc2)c2ccccc2)CC1 | -23%&-6% | nt | -9%
Cc1ccc(CN2CCN(Cc3cn[nH]c3-c3cccc(F)c3)CC2CCO)o1 (centres undefined) | 5% | 1% | -8%
COc1cc(C(=O)Oc2ccccc2/C=N/NC(=O)c2ccc(Cl)cc2Cl)cc(OC)c1OC | 1% | 17% | -18%
CCOc1ccc(NC(=O)Nc2cccn(Cc3ccccc3)c2=O)cc1 | -20% | -8% | -10%
CCN(CC)CCNC(=O)C(=O)Nc1ccc(C(=O)OC)cc1 | -3% | 5% | -3%
CCOC(=O)N1CCN(c2c(N3CCN(c4cccc(C(F)(F)F)c4)CC3)c(=O)c2=O)CC1 | -1% | -1% | 10%
Cc1cccc([C@@H]2[C@@H]3C(=O)N(Cc4ccccc4)C(=O)[C@@H]3[C@]3(C)C(=O)N(c4ccc(C(F)(F)F)cc4)C(=O)N23)c1 | -23% | -12% | ?
CCC1CCCCN1C(=S)NCc1ccccc1 (centres undefined) | 7% | -16% | -4%
Cc1cccc(N2CCN(CC(O)COc3ccccc3Cl)CC2)c1 (centres undefined) | -4% | -12% | 0%
CC(OC(=O)c1ccccc1NCc1ccco1)C(=O)Nc1ncc(Cl)cc1Cl (centres undefined) | 7% | ? | -4%
COc1ccc(-n2c(=O)c(NC(=O)c3ccccc3)c3n(c2=S)CCCCC3)cc1 | 0% | -5% | -6%
CCc1cccc(NC(=O)CCS(=O)(=O)c2ccc(Br)cc2)c1 | -17% | -3% | -13%
CCOCN(C(=O)Cn1c(C(C)O)nc2ccccc21)c1c(C)cccc1CC (centres undefined) | 2% | 25% | -2%
CCc1cccc(CC)c1NC(=S)NCc1ccc2c(c1)OCO2 | 6% | 10% | -5%
CC(C)NS(=O)(=O)c1ccc(NC(=S)NC(=O)c2ccc(-c3ccccc3)cc2)cc1 | -8% | -2% | -13%
Cc1ccc(NC(=O)CNC(=O)Cn2cnc3sc(C)c(C)c3c2=O)cc1F | -7% | 0% | 4%
COc1ccc(CNC(=O)C(C)n2nc(C)c3c(C)n(-c4ccccc4)nc3c2=O)c(OC)c1 (centres undefined) | 5%&3% | -16% | -4%&-6%
COc1ccccc1NC(=O)CSc1nc(SC)ns1 | -1% | 5% | -4%
S=C(NCc1ccc(Cl)cc1)NN1CCOCC1 | 5% | -3% | -3%
COc1ccc(-c2cc3nc(-c4ccccc4)cc(N4CCC5(CC4)OCCO5)n3n2)cc1 | -14% | 4% | -28%
CN1CCN(C(=O)CCC(=O)NCc2ccc(F)cc2)CC1 | 8% | 0% | -23%
CCc1ccc(NC(=O)CN2C(=O)C(c3ccc(F)cc3)=NC2(C)C)cc1 | -9% | nt | -1%
CCS(=O)(=O)Nc1ccc(Cc2ccc(NS(=O)(=O)CC)cc2)cc1 | 5% | ? | -6%[0.501 µM]
COc1ccccc1NC(=O)CS(=O)(=O)c1cn(CC(=O)N2CCCC2)c2ccccc12 | -4% | 1% | 5%
CC(C)(C)NC(=O)c1nc2nc(-c3ccccc3)cc(C(F)(F)F)n2n1 | 8% | ? | 2%
Cc1cccc(OCc2nnc(SCC(=O)Nc3ccc(C)c(Cl)c3)o2)c1 | -13% | 7% | -4%
O=C(N1CCOCC1)N1CCC(n2nnc3ccccc32)CC1 | 5% | -1% | -2%
O=S(=O)(c1ccc(Cl)cc1)N1CCCN(c2nc3ccc(Cl)cc3s2)CC1 | 1% | -16% | -8%
O=C(COC(=O)CNC(=O)c1cccc(OC(F)F)c1)NCc1ccc2c(c1)OCO2 | 16% | nt | -4%
CC(=O)Nc1ccc(OCC(O)CN2C(C)(C)CC(O)CC2(C)C)cc1 (centres undefined) | 2% | -5% | 46%[activator]
COc1cc(C)ccc1OCCCOc1ccccc1Br | -17% | 7% | -7%
Cc1ccc(OCC(=O)NCC2(N3CCN(C)CC3)CCCCC2)cc1C | 6% | nt | -5%
Cc1cc(C)c(NC(=O)COC(=O)C2CCC(=O)N2)c(C)c1 (centres undefined) | 2% | 3% | -7%
Cc1ccc(-c2csc(NC(=O)CSc3nc(C)cc(=O)[nH]3)n2)cc1 | 11% | ? | 0%[0.501 µM]
O=[N+]([O-])c1ccc(S(=O)(=O)NCC(c2ccco2)N2CCc3ccccc3C2)cc1 (centres undefined) | -15% | -3% | -15%
CC(C)[C@H](NC(=O)C1CCN(S(=O)(=O)c2ccccc2)CC1)C(=O)NCc1ccccn1 | 23% | 4% | 2%
COc1cccc(OCC(=O)N2CCC3(CC2)CC(=O)c2ccccc2O3)c1 | -4% | 2% | -2%
O=C(Cc1ccc(-n2c(=O)c3ccccc3n(CC(=O)Nc3ccc(F)cc3F)c2=O)cc1)NCc1ccco1 | 8% | -6% | 1%
Cc1c(Cl)cccc1NC(=O)N1CCC(CN2CCCC2)CC1 | -1% | nt | -2%
Cc1ccc(-c2nc(S(=O)(=O)c3ccccc3)c(N3CCN(c4ccccc4)CC3)o2)cc1 | 12% | nt | -2%
Fc1ccccc1CSCc1nc2ccccc2[nH]1 | -6% | 8% | 9%
CC1(C)CC(=O)C2=C(C1)Oc1ncn(CCCn3ccnc3)c(=N)c1C2c1ccccc1 (centres undefined) | -2% | -9% | -1%
COc1ccccc1OCC(=O)N(Cc1ccc(Cl)cc1)CC1CCCO1 (centres undefined) | -4% | nt | -8%
Cc1ccc(C)c(NC(=O)CN(C)C(=O)c2cccc(S(=O)(=O)N3CCCC3)c2)c1 | 4% | -3% | 1%
CN(C)S(=O)(=O)N1CCN(S(=O)(=O)c2ccc(F)cc2)CC1 | 0% | 2% | -3%
O=C1C2C3c4ccccc4C(c4ccccc43)C2c2nc3ccccc3n21 (centres undefined) | -16% | 3% | -6%
CC(Sc1nc2ccc(C(=O)c3ccccc3)cc2[nH]1)C(=O)O (centres undefined) | 3% | 0% | 0%
COc1cccc(CNC(=O)Cn2nc(C)n3c(cc4cc(C)ccc43)c2=O)c1OC | 8% | nt | -2%
Cc1c(Cl)cccc1N1C(=O)CC(NNC(=O)c2ccc3c(c2)OCO3)C1=O (centres undefined) | -3% | nt | 0%
CCC[C@@H](CN1CCC[C@H]1CN1C(N)=NC[C@@H]1Cc1ccccc1)N1C[C@@H](Cc2ccccc2)N(CCc2ccc(Cl)c(Cl)c2)C1=N | -12% | nt | 0%
CC[C@]12c3[nH]c4ccc(Cl)cc4c3CCN1C(=O)[C@@H](CC(=O)NCCCn1ccnc1)C[C@@H]2C(=O)N1CCN(C(=O)c2ccco2)CC1 | -6% | nt | 2%
COc1ccc(S(=O)(=O)NCCc2sc(-c3cccnc3)nc2C)cc1OC | 0% | nt | -2%
CN1C(=O)Cc2cc(S(=O)(=O)Nc3ccc(N4CCOCC4)cc3)ccc21 | 10% | -21% | 2%
Cc1cc(NC(=O)CSc2ccccn2)cc(NC(=O)CSc2ccccn2)c1 | 5% | 3% | 1%
Cn1ccnc1SC(C(=O)O)c1ccccc1 (centres undefined) | 19% | -10% | 0%
CC(=O)c1ccc(NC(=O)CSc2nc(C)cc(C)c2C(N)=O)cc1 | -5% | -13% | -3%
CCC(C)C(NC(=O)c1ccccc1NC(=O)c1ccc(OC)cc1)C(=O)NCc1ccco1 (centres undefined) | 13% | 24% | 0%

Limited to KAT2A inh, for 6 of the compounds above:
structure,KAT2A inh
CC[C@]12c3[nH]c4ccc(Cl)cc4c3CCN1C(=O)[C@@H](CC(=O)NCCCn1ccnc1)C[C@@H]2C(=O)N1CCN(C(=O)c2ccco2)CC1,2%
COc1ccc(S(=O)(=O)NCCc2sc(-c3cccnc3)nc2C)cc1OC,-2%
CN1C(=O)Cc2cc(S(=O)(=O)Nc3ccc(N4CCOCC4)cc3)ccc21,2%
Cc1cc(NC(=O)CSc2ccccn2)cc(NC(=O)CSc2ccccn2)c1,1%
Cn1ccnc1SC(C(=O)O)c1ccccc1 (centres undefined),0%
CC(=O)c1ccc(NC(=O)CSc2nc(C)cc(C)c2C(N)=O)cc1,-3%

Next structures follow:
SMILES | FEN1 inh | N370S GC mod | KAT2A inh
CC(C)NC(=O)c1ccc2c(c1)N(Cc1cccc(Cl)c1)C(=O)c1ccccc1S2=O (centres undefined) | 7% | nt | 1%
NC(=O)C1CCN(c2nc(-c3ccccc3Br)cs2)CC1 | -1% | nt | -12%&-2%
Cc1ccc(C(=O)O/N=C/C2=C(Cl)c3ccccc3CC2)cc1 | 14% | nt | -2%
CCNc1ncc2nc(-c3ccc(F)cc3)c(=O)n(-c3ccc(OC)cc3)c2n1 | nt | 20% | -15%
COc1ccc(NC(=S)N(CCC(C)C)C(C)c2ccncc2)cc1 (centres undefined) | 2% | -9% | 9%
O=C(Nc1nnc(-c2ccncc2)o1)C1CCCCC1 | 4% | -6% | 3%
Cc1ccc2cc(C3CC(c4cccs4)=NN3S(C)(=O)=O)c(Cl)nc2c1 (centres undefined) | 5% | 15% | -10%
O=S(=O)(c1ccc(F)c(F)c1)N1CCN(S(=O)(=O)c2cccs2)CC1 | 8% | -15% | 1%
CC(=O)c1ccc(S(=O)(=O)NCCC(=O)OCC(=O)N(Cc2ccccc2)C(C)(C)C)cc1 | -10% | nt | -3%
Cc1ccc(CNC(=O)NCc2noc3ccc(C)cc23)cc1 | -5% | nt | -1%
N#Cc1cnn(-c2ccccc2)c1NC(=O)CN1CCOCC1 | 5% | 3% | 7%
CCCCCCCCCCCCCCSCC(=O)O | nt | 11%&2% | 10µM*

Full records from above. Order of screens: FEN1 inh | N370S GC mod | KAT2A inh
N#Cc1cnn(-c2ccccc2)c1NC(=O)CN1CCOCC1 as listed: 5% | 3% | 7%
Cc1ccc(C(=O)O/N=C/C2=C(Cl)c3ccccc3CC2)cc1 as listed: 14% | nt | -2%
CC(C)NC(=O)c1ccc2c(c1)N(Cc1cccc(Cl)c1)C(=O)c1ccccc1S2=O (centres undefined) as listed: 7% | nt | 1%
O=S(=O)(c1ccc(F)c(F)c1)N1CCN(S(=O)(=O)c2cccs2)CC1 as listed: 8% | -15% | 1%
O=C(Nc1nnc(-c2ccncc2)o1)C1CCCCC1 as listed: 4% | -6% | 3%

Remaining list, next part
SMILES | FEN1 inh | N370S GC mod | KAT2A inh
CCOC(=O)C1CCN(C(=O)COC(=O)c2ccc([N+](=O)[O-])o2)CC1 | ? | nt | 2%
N#CC1=C(S)N(c2ccccc2)C2(CCCCC2)NC1=O | -3% | 2% | -10%
O=C1C(=O)N(CCc2c[nH]c3ccccc23)C(c2cccnc2)/C1=C(/O)c1ccccc1 (centres undefined) | nt | -8% | -12%
CCCCOC1(c2ccccc2)OC(=O)c2ccccc21 (centres undefined) | -25% | ? | 0%
CCOC(=O)C1=C(C)NC(=O)NC1c1ccc(-c2ccc(Cl)cc2)o1 (centres undefined) | 3% | 1% | -2%
O=S(=O)(/N=C(/Nc1ccccc1)c1ccccc1O)c1ccccc1 | 15% | 1% | -1%
CC1CCc2c(sc3nc(CN4CCOCC4)nc(NS(=O)(=O)c4cccc([N+](=O)[O-])c4)c23)C1 (centres undefined) | 0% | nt | ?
O=C(c1cc(S(=O)(=O)N2CCOCC2)ccc1Cl)N1CCCCC1CO (centres undefined) | -7% | nt | -3%
CCCCCCc1nc2ccccc2c(=O)n1N | 2% | 3% | -7%
CCC(=O)Nc1ccc(NCc2cccs2)cc1 | -2% | -9% | -3%
C=C(C)COc1ccc(-c2[nH]ncc2-c2ccc(Br)cc2)c(O)c1 | -7% | -9% | -10%
COc1ccc(NC(=O)CN(C)C(=O)c2cc(-c3cccs3)nn2-c2ccccc2)cc1 | 6% | 0% | -2%
COc1ccc(C(=O)c2ccc([N+](=O)[O-])cc2Cl)cc1 | -3% | 3% | -22%
CC1(C)Cc2cccc(OCC(N)=O)c2O1 | -6% | 1% | 13%
COC(=O)[C@@H](NC(=O)CCc1nnc(-c2ccsc2)o1)C(C)C | 3% | -5% | -3%
Cc1[nH]c2ccccc2c1/C=N/Nc1ccccn1 | nt | -8% | -12%
O=C1C=C(O)CC(c2cccs2)C1 (centres undefined) | 6% | 1% | 4%
COc1ccc(Cl)cc1NC(=O)CSc1nc(=O)[nH]c2c1CCC2 | 2% | nt | 0%
CCNS(=O)(=O)c1ccc(OC)c(C)c1 | -2% | -1% | 1%
O=C(Nc1cccc(Cl)c1)c1cnccn1 | 1% | -3% | -18%
CC1(C)c2cc(O)ccc2OC1N1CCOCC1 (centres undefined) | 13% | -17% | 5%
CC(C)(CNC(=O)CCNC(=O)c1ccc(Br)cc1)N1CCOCC1 | 3% | 2% | 2%
CCn1c(C)cc(C(=O)CSc2nnnn2C2CCCC2)c1C | 18% | nt | -4%
COc1ccccc1NC(=O)C1=C(C)Nc2nc3ccccc3n2C1c1cccs1 (centres undefined) | 0% | ? | -9%

Assay outcomes from PubChem.
